SENP8 block-1: blocks human SENP8 cleavage of Nedd8 substrate | 360,000 tested, 0.64% active | AID 602440 | inhibition, % at 20 µM | recombinant SENP8, Nedd8 substrate fluorescence | Q96LD8; in the data active = inhibition mostly above about 40%, no sharp cut-off; inactive = mostly below about 27%
Target sequence (Q96LD8 whole entry, looked up): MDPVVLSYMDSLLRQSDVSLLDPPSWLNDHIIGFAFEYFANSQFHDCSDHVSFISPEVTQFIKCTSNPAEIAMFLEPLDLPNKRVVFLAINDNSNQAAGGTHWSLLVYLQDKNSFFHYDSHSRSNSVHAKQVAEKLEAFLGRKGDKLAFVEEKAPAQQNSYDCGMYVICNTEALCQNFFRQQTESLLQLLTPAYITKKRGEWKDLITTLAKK
SENP8 block-2: blocks the human protease SENP8. AID 2540. purified SENP8, Z-RLRGG-aminoluciferin cleavage, luminescence. 330,000 tested, 1.2% active. Q96LD8. inhibition, % at 10 µM; in the data active = inhibition above about 50%
SENP6 inh: SENP6 protease inhibition | Q9GZR1 | Recombinant SENP6 catalytic domain, aminoluciferin luminescence | inhibition, % at 10 µM | 330,000 tested, 1.8% active | AID 2599;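 active = inhibition above about 50% at the single tested dose, limit read from the data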;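 also: plate controls were DMSO wells with enzyme for no effect and DMSO wells lacking enzyme for full effect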
SENP1 inh: SENP1 (human) catalytic domain inhibition; Q9P0U3; recombinant SENP1 catalytic domain, CyPet-SUMO1-YPet FRET cleavage; inhibition, % at 10 µM; 360,000 tested, 0.21% active; AID 624204;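 active = inhibition at least 30% at 10 µM, raw YFP signal under a set limit, fluorescence ratio 0.5 to 1.5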;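 also: 0% = enzyme with DMSO and 100% = no enzyme wells; some results filed as inactive read as strong as hits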
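system = hSENP1 catalytic domain, recombinant | reagent = SFCypet-SUMO1-SFYpet substrate at 25 nM | doses = one dose per compound, 10 µM, 0.5% DMSO | incubation = enzyme reaction for 50 min at room temperature, dark | measured by = FRET, CFP and YFP emission | controls = no-enzyme low, enzyme-DMSO high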
PfGluPho inh: PfG6PD (Plasmodium falciparum) enzyme inhibition; 350,000 tested, 0.78% active; inhibition, % at 20 µM; PfGluPho enzyme, NADPH resazurin-diaphorase fluorescence; AID 504690;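 active = inhibition reaching at least a set limit at 20 µM in the primary screen, cut at about 59% in these data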;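 also: 0% = DMSO wells with substrate and 100% = DMSO wells lacking glucose-6-phosphate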
Apaf-1 inh: blocks human Apaf-1 apoptosome activity. O14727. reconstituted apoptosome caspase-3 activity, DEVD-Rh110 fluorescence. inhibition, % at 20 µM. 330,000 tested, 0.71% active. AID 489030; active = inhibition of at least 40% at 20 µM;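 also: plate controls were DMSO wells for no effect and DEVD-CHO caspase inhibitor wells for full effect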
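Assay system: Apoptosome proteins | Medium: pH 7.5 Hepes buffer with CHAPS, BSA, DTT | Also added: Cytochrome c and DEVD-Rh110 substrate | Times: 30 min plus 50 min, RT | Detection: Rhodamine 110 fluorescence at Ex 480/Em 540 nm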
NALP3 yeast inh: NALP3 inhibition in yeast; Yeast reconstituted NLRP3/ASC/caspase-1, beta-gal luminescence, 24 h; inhibition, % at 10 µM; 330,000 tested, 0.39% active; AID 2825;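 active = inhibition of 50% or more; inactive = inhibition below 50%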;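 also: plate controls were induced DMSO wells for no effect and uninduced yeast grown without galactose for full effect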
HKDC1 inhibitor: HKDC1 (human) hexokinase inhibition; recombinant HKDC1, G6PDH/diaphorase resazurin coupled fluorescence; Q2TB90; AID 493160; 340,000 tested, 0.16% active; inhibition, % at 20 µM;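 active = inhibition above about 35% when tested at 20 µM, limit read from the data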;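 also: plate controls were DMSO wells with enzyme for no effect and DMSO wells lacking enzyme for full effect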
Target sequence (Q2TB90 whole entry, looked up): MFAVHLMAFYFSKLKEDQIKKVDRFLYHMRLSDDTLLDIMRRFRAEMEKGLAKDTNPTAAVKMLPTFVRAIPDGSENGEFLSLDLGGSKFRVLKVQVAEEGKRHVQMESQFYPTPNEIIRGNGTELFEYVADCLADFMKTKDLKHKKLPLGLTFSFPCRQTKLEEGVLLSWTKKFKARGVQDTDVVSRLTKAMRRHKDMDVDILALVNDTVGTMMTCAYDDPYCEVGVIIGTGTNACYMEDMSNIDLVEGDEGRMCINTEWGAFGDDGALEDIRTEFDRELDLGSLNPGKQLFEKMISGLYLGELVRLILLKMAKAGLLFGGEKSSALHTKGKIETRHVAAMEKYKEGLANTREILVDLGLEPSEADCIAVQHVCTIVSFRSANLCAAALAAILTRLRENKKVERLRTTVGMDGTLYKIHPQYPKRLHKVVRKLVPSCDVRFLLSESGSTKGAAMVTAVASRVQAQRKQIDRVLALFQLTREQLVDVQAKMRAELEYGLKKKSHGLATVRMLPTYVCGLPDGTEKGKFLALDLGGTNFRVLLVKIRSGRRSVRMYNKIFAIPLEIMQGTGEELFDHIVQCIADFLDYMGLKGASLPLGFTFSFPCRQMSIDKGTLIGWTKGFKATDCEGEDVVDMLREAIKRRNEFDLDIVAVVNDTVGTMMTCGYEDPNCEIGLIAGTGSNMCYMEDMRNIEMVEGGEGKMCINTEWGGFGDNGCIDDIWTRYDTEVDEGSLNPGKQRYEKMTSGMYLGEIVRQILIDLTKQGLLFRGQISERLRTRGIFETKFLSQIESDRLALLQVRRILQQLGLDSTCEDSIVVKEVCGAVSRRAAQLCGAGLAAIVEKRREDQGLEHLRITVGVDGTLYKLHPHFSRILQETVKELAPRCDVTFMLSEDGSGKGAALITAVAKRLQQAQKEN
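System: Recombinant HKDC1 hexokinase | Amount: HKDC1 at 5 µg/mL | Reagent: Glucose with 1 mM ATP | Doses: Single 20 µM dose | Incubation: Reaction time 90 min, room temperature, protected from light | Signal: Coupled resazurin fluorescence, excitation 525 nm, emission 613 nm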
SENP7 inh: inhibitors of human SENP7 protease; AID 434973; recombinant SENP7, Z-RLRGG-aminoluciferin luminescence, 40 min; 330,000 tested, 1.5% active; inhibition, % at 5 µM;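 active = inhibition above about 50% at the single test dose, limit read from the data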;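 also: plate controls were DMSO with enzyme for no effect and no enzyme buffer wells for full effect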
* hit, by the source's call; · = no result given.

SMILES	SENP8 block-1	SENP8 block-2	SENP6 inh	SENP1 inh	PfGluPho inh	Apaf-1 inh	NALP3 yeast inh	HKDC1 inhibitor	SENP7 inh
Cc1cnc(CN(C)C(=O)CC2C(=O)NCCN2Cc2cccc(F)c2F)[nH]1 (stereo not given)	-9	1	3	1	1	-15	8	-5	-6
Fc1ccc(CN2CCN(C(=S)NCCc3ccccc3)CC2)c(Cl)c1	-3	-8	-11	-1	18	15	14	-8	2
Cc1ccc(NC(=O)CCC(=O)NNC(=O)c2cccs2)cc1C	13	·	·	1	2	·	·	-5	·
COc1nc(-c2ccc3c(c2)OCO3)n(-c2ccc(NC(=O)CSc3ccccc3)cc2)n1	-171	-2	-9	1	-30	12	22	4	-7
CC1CCC2(CC1)NC(=O)N(CC(=O)Nc1cc(S(=O)(=O)N3CCCC3)ccc1Cl)C2=O (stereo not given)	26	-5	-8	-1	-10	-1	17	-3	7
Cc1nnc(NC(=O)c2ccncc2)s1	17	-15	-18	1	-8	8	12	-6	-7
COc1ccc(C(=O)Nc2cccc(/C=C(\CCC(=O)O)c3nc4ccccc4s3)c2)cc1	-440	1	4	-15	-18	-2	1	5	-24
O=S(=O)(NCc1cccnc1)c1ccc(Br)c2ccccc12	12	5	-12	-1	11	17	0	-3	-6
FC(F)(F)c1cc(Oc2ccc(Cl)cc2)nc(-c2ccccn2)n1	10	-5	3	0	-5	11	18	-8	-4
COc1ccccc1CN(C)C(=O)C1(c2ccc(Cl)cc2)CC1	13	-11	-13	0	-4	13	19	-2	3
Cc1ccc(S(=O)(=O)NCC(=O)NCC(=O)OCC(=O)NC(=O)NC(C)(C)C)cc1C	10	4	-26	-2	1	3	3	1	6
Cc1ccc(C)c(S(=O)(=O)N2CCN(C(=O)C3CCN(c4ncnc5sc(C)c(C)c45)CC3)CC2)c1	0	-8	-15	-2	-3	29	8	1	-11
Cc1ccccc1S(=O)(=O)Cc1ccc(C(=O)NC2CCCCC2C)o1 (stereo not given)	6	-11	-10	1	2	-2	11	-1	1
CCNC(=O)c1ccc(N(C)S(=O)(=O)c2cccs2)cc1	6	-9	0	4	-3	11	-11	-1	-8
COc1ccc(S(=O)(=O)NCC2CCCN(C(=O)c3ccco3)C2)cc1 (stereo not given)	15	-10	-24	-1	11	8	-1	-10	-6
COc1ccc(C(=O)NCC(=O)OCC(=O)NC(=O)NC2CCCCC2)cc1OC	30	2	-3	0	3	-6	7	-4	-8
CCOC(=O)/C(=N\Nc1cc(Cl)ccc1Cl)N1CCN(CC)CC1	14	-14	-9	0	2	9	23	-3	-5
Cc1cc2ccc(C)c(C)c2nc1SCC(=O)c1cccs1	9	3	-1	-53	1	17	15	-6	-1
Cc1cc(C)n2nc(C(=O)OCC(=O)c3cc(C)n(C)c3C)nc2n1	17	-4	-7	1	12	3	9	1	-5
Cc1ccc(-c2ccc(CCC(=O)O)n2NC(=O)c2cccs2)cc1	-160	1	1	-23	-13	6	17	-4	-1
COc1ccc(/C=C\c2onc(C)c2S(=O)(=O)N2CCC(C(=O)NCc3ccco3)CC2)cc1	-172	3	2	1	10	0	14	-1	5
O=C(Nc1ccccc1Cl)N1CCN(c2ccc3nncn3n2)CC1	11	-10	-14	2	13	12	14	0	-9
Cc1nc(C)n(CCNS(=O)(=O)c2ccccc2)n1	2	1	-12	2	-1	-13	-6	-5	9
O=C(COC(=O)c1cccc(S(=O)(=O)N2CCCCCC2)c1)NCc1ccc(Cl)cc1	0	-6	-11	-1	-3	11	17	-1	-6
O=c1cc[nH]c2ccc(Cl)cc12	4	-8	-12	0	1	-5	9	-1	1
Cc1cccc([C@@H]2[C@@H]3C(=O)N(Cc4ccccc4)C(=O)[C@@H]3[C@]3(Cc4ccccc4)C(=O)N(c4cccc(F)c4)C(=O)N23)c1	16	1	0	1	9	2	16	-1	-1
O=C(OCc1nc2scc(-c3ccccc3)c2c(=O)[nH]1)c1cc([N+](=O)[O-])ccc1Cl	7	-11	-6	-28	7	22	21	-3	-4
CC(C)c1ccc(N2C(=O)C3C4C=CC(CC4)C3C2=O)cc1 (stereo not given)	7	4	-13	0	-7	-12	23	-6	-6
COc1ccc(-c2nnc(NC(=O)CS(=O)(=O)c3ccc(F)cc3)o2)c(OC)c1	-18	-2	4	3	-16	-6	7	2	1
CCCCCCCNC(=O)C1(CC2CC(c3ccccc3)=NO2)CCN(C(=O)OC(C)(C)C)CC1 (stereo not given)	9	1	0	0	-22	6	0	-12	-2
CC1CN(C(=O)c2cccc(S(=O)(=O)N3CCN(c4ccc(F)cc4)CC3)c2)CC(C)O1 (stereo not given)	14	1	8	-2	0	0	10	-4	-4
Cc1ccc2ccccc2c1COC(=O)c1nonc1N	12	-4	-3	2	-11	-12	-9	-8	-8
Cc1cccc(CSCCNC(=O)c2ccc(N(C)S(=O)(=O)c3ccccc3)cc2)c1	12	0	0	2	14	18	17	3	14
Cc1cc(Br)cc(Br)c1OCC(=O)NNC(=O)c1ccoc1C	8	-4	-12	2	-9	8	14	-4	-14
Cc1ccc2c(c1)nnn2C1CCN(C(=O)c2cccs2)CC1	5	0	-15	4	-6	13	-6	0	-6
Cc1cc(Cl)cc(Cl)c1OCCOCCN(C)C	22	-4	-13	3	-22	-7	-4	12	1
CC(Oc1ccccc1C(N)=O)C(=O)Nc1ccc(S(=O)(=O)N2CCCC2)cc1 (stereo not given)	-5	5	-6	-1	13	4	10	-3	4
CC(=O)N1C(=O)/C(=C2\SC(=S)N(NS(=O)(=O)c3ccc(C)cc3)C2=O)c2ccccc21	34	·	·	4	-14	·	·	17	·
N#CCC(=O)Nc1ccc(C(=O)N2CCN(c3ccccn3)CC2)cc1	-5	1	-16	-4	-2	3	26	-2	-2
CCCCCn1c(N)c(-c2nc3ccccc3o2)c2c([N+](=O)[O-])nn(C)c(=O)c21	-1	·	·	-3	9	·	·	17	·
O=C(NCCN1CCCCC1)Nc1cccc(F)c1	3	0	9	1	-13	-8	18	5	-2
Cc1cccc2c1cnn2C(=O)CCC(=O)NCc1ccc(F)cc1	6	2	-6	1	5	2	13	-5	2
Cc1ccc(NC(=O)CSc2nnc(C)n2C2CC2)cc1S(=O)(=O)N1CCOCC1	12	11	-5	2	-10	-12	6	2	-1
CCC(C(=O)NCCN1CCOCC1)n1nc(C)n2c(cc3sccc32)c1=O (stereo not given)	3	1	-1	-1	0	-10	20	-9	4
O=C1c2ccccc2C(=O)N1CC(O)COc1ccc(Cl)cc1 (stereo not given)	18	-3	-14	3	4	4	20	-3	5
O=c1c(-c2ccc(F)cc2)[n+]([O-])c2ccccc2n1OCc1ccccn1	-92	-4	-18	-3	1	3	3	-8	0
O=C(O)CN1CCN(Cc2ccccc2)C1=O	6	-4	-1	0	-3	-10	6	-1	-10
COc1ccc(-n2nc(C(=O)NCC(=O)NCc3ccccc3OC)c3ccccc3c2=O)cc1	-205	0	-23	1	-14	27	16	-1	6
Nc1nc(SCC(=O)Nc2ccc([N+](=O)[O-])cc2)n[nH]1	24	4	22	1	-5	-2	-10	-2	10
Cc1ccc2c(c1)N(CCC(=O)NCc1ccco1)C(=O)CO2	6	6	17	0	-19	-9	-1	-3	1
Cc1cc(C)n(-c2ccc(C(=O)N3CCN(S(=O)(=O)c4ccc(C(C)C)cc4)CC3)cc2)n1	9	-13	-12	1	-2	24	22	-1	-7
O=C1C2=C(c3ccccc31)[N+](=O)[C@@H]1CCCC[C@@H]1N2[O-]	74*	49	81*	3	16	75*	2	6	57*
COc1ccc(CNc2nc3ccccc3n2C(C)C)cc1	10	-1	0	1	23	-2	15	-7	3
COc1ccccc1/C=N/NC(=O)c1cccc(OC(F)(F)C(F)F)c1	-3	-19	-11	1	15	10	1	0	-14
COc1ccc(C(=O)C2CCCN(C(=O)c3ccc(CSC)o3)C2)cc1F (stereo not given)	10	2	8	3	8	-4	-2	-1	0
O=S(=O)(CCc1nnc(-c2ccc(Br)cc2)o1)c1ccc(Cl)cc1	26	1	-9	-1	-12	20	34	-8	5
CCCCCC(=O)Nc1cc(S(=O)(=O)N2CCOCC2)ccc1Oc1ccc(OCC)cc1	8	-1	0	-1	17	25	11	-1	-5
CN1CCN(C(=O)c2ccc3c(=O)n(Cc4ccc(Cl)cc4)c(=S)[nH]c3c2)CC1	12	-5	-2	2	0	12	20	1	-4
CN1CCN(c2ccc(C(CC(N)=O)NC(=O)c3ccccc3)cc2[N+](=O)[O-])CC1 (stereo not given)	10	·	·	3	-11	·	·	-3	·
Cc1cc(C(=O)OCC(=O)c2ccc(Cl)c([N+](=O)[O-])c2)c2cccc(C)c2n1	-119	-13	-7	2	7	12	14	-5	-6

Shown bar-delimited: 2 of the compounds above
canonical_smiles | SENP8 block-1 | SENP8 block-2 | SENP6 inh | SENP1 inh | PfGluPho inh | Apaf-1 inh | NALP3 yeast inh | HKDC1 inhibitor | SENP7 inh
Cc1ccc2c(c1)N(CCC(=O)NCc1ccco1)C(=O)CO2 | 6 | 6 | 17 | 0 | -19 | -9 | -1 | -3 | 1
Cc1cc(C)n(-c2ccc(C(=O)N3CCN(S(=O)(=O)c4ccc(C(C)C)cc4)CC3)cc2)n1 | 9 | -13 | -12 | 1 | -2 | 24 | 22 | -1 | -7

Additional results:
SMILES	SENP8 block-1	SENP8 block-2	SENP6 inh	SENP1 inh	PfGluPho inh	Apaf-1 inh	NALP3 yeast inh	HKDC1 inhibitor	SENP7 inh
COc1cccc(CN(C)C(=O)c2cc(S(=O)(=O)NC3CCCCC3)ccc2C)c1	1	5	8	-2	9	2	13	-1	2
COc1ccc(NC(=O)Nc2ccc3c(c2)C(=O)N([C@H](C)CO)C[C@H](C)[C@@H](CN(C)C(=O)Nc2c(C)noc2C)O3)cc1	-64	2	-18	2	-4	15	13	-7	6
CCOC(=O)c1ccc(N=CC2=C(O)CC(C)(C)CC2=O)cc1	-46	-7	-15	-1	-2	10	3	4	4
C[C@]12C=CC(=O)C=C1CC[C@@H]1[C@@H]2[C@@H](O)C[C@@]2(C)[C@H]1CC[C@]2(O)C(=O)CO	8	8	-16	1	-14	-4	23	9	-4
c1nc2nc3c(c(N4CCOCC4)n2n1)CCCC3	31	1	-8	0	-1	6	-10	1	0
CCN(CC)S(=O)(=O)c1cc(NC(=O)CCn2[nH]c(=O)ccc2=O)ccc1C	16	-17	-13	-1	2	7	-6	-2	-1
COC(=O)Cn1c(=NC(=O)CN2C(=O)CCC2=O)sc2cc(S(N)(=O)=O)ccc21	0	-2	-9	-3	-7	-12	9	-8	5
O=C(O)CCC1COc2ccccc2O1 (stereo not given)	12	-3	-2	2	-12	-11	0	-8	-8
O=C(Nc1cccc(F)c1)c1cc(S(=O)(=O)N2CCOCC2)ccc1N1CCCC1	-27	-15	-11	-1	-10	16	-5	3	-6
O=C(COc1nnc2ccccn12)N1CCN(S(=O)(=O)c2ccccc2)CC1	-482	-5	6	3	-1	5	6	0	-8
Cc1ccccc1C(=O)Nc1ccc(C(=O)N/N=C/c2ccc(O)c(Br)c2)cc1	-150	2	-6	4	15	0	-11	3	12
CNc1ccc(S(=O)(=O)NC)cc1[N+](=O)[O-]	6	1	-12	3	-15	-9	17	-2	4

Screening results: PubChem BioAssay, Sanford-Burnham Center for Chemical Genomics
